# IDH1 R132H inh: blocks human mutant IDH1 R132H enzyme. AID 602179. Potency, µM (highest dose often 76.6 µM), inactives show at the highest dose activity change, negative = inhibition, hits mostly inhibitors. IDH1-R132H enzyme, NADPH consumption, diaphorase/resazurin fluorescence. actives 0.093% (n = 390,000); further: on the % scale 0 is the no-effect control and ±100 the full control effect; nearly all actives have a fitted effect of over 65% in size
#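 IDH1-R132H (0.5 ug/mL) preincubated 30 min with compound, then NADPH (0.016 mM) and alpha-KG (2 mM) added; 80 min at RT, pH 7.5. Remaining NADPH coupled via diaphorase/resazurin to fluorescence (540/590 nm); concentration-response curves normalized to no-enzyme control.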
# RGS4 inh: blocks human RGS4-accelerated GTP hydrolysis | P49798 | Transcreener GDP fluorescence polarization, RGS4-accelerated GTP hydrolysis | Potency, µM (top dose mostly 114 µM), for the others: top-dose activity change, negative = inhibition, most hits filed as inhibitors | actives 0.039% (n = 390,000) | AID 504845; further: on the % scale 0 is the no-effect control and ±100 the full control effect; nearly all actives have a fitted effect of over 75% in size; some results filed as inactive show a strong effect at the top dose
# Target sequence (P49798 whole entry, looked up): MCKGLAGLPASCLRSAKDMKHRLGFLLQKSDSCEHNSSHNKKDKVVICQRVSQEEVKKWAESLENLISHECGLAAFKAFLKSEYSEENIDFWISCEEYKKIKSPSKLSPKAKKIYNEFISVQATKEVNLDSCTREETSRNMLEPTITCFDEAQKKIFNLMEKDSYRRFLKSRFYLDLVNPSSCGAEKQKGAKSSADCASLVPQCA
#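 MLSMR compounds (23 nl, pin-transferred) preincubated 10 min at room temperature with a 500nM (2x) first reagent, then RGS4 at 900nM (2x) plus Transcreener GDP mix added; fluorescence polarization (620/688 nm) read before and after 90 min at 30 °C.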
# Vif-APOBEC3G blk: inhibitors of Vif-APOBEC3G interaction; Q9HC16; Potency, µM (doses to about 46.1 µM), for the others: at the top dose activity, negative = active, actives largely listed as inhibitors; actives 0.076% (n = 410,000); HeLa A3G-eYFP + Vif (tagged APOBEC3G with the HIV-1 protein that degrades it), YFP fluorescence, overnight; AID 602310;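 further: on the % scale 0 is the no-effect control and ±100 the full control effect; nearly all actives have a fitted effect of over 60% in size; hits raise eYFP signal because A3G escapes Vif-driven loss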
#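 HeLa cells stably expressing Vif and C-terminally eYFP-tagged A3G, seeded overnight at 37 deg C, then exposed to compound by pintool overnight at 37 deg C. Rise in yellow fluorescence (Ex 488/Em 500-530, Acumen) marks blocked Vif-driven A3G degradation.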
# TrxR1 substrate: rat thioredoxin reductase 1 substrate activity; O89049; purified TrxR1 substrate turnover, NADPH consumption readout; Potency, µM (top dose mostly 114 µM), inactives show top-dose activity change, negative = substrate turnover; actives 0.01% (n = 390,000); AID 588456; further: on the % scale 0 is the no-effect control and ±100 the full control effect; nearly all actives have a fitted effect of over 50% in size
#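 Rat TrxR1, dispensed at 90 nM, was prereduced with 400 uM NADPH (final) for 5 min at ~22 deg C, then incubated with compound 15 min before 400 uM selenite. A first-read NADPH fluorescence drop versus no-compound background flagged substrates.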
# 12-LOX inh: ALOX12 (human) lipoxygenase inhibition; actives 1.1% (n = 580,000); Potency, µM (top dose mostly 108 µM), without a hit: at the highest dose activity change, negative = inhibition, most hits filed as inhibitors; purified 12hLO, xylenol orange hydroperoxide absorbance; further: on the % scale 0 is the no-effect control and ±100 the full control effect
#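 Hydroperoxide product was detected by ferrous iron/xylenol orange as the 573 to 405 nm absorbance ratio. Arachidonic acid at 40 uM (final) was turned over for 30 min at room temperature by 150 nM human 12hLO, pH 7.0 Hepes buffer, after 15 min compound preincubation.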
# USP1-UAF1 inh: blocks the human USP1/UAF1 deubiquitinase complex; O94782; recombinant USP1/UAF1, Ub-Rhodamine cleavage fluorescence; Potency, µM (top dose mostly 57.1 µM), for inactives: top-dose activity change, negative = inhibition, actives largely listed as inhibitors; actives 0.23% (n = 390,000); AID 743255; further: on the % scale 0 is the no-effect control and ±100 the full control effect; nearly all actives have a fitted effect of over 60% in size; inactives centre near -12
#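 1 nM enzyme complex + cpd, 15 min RT; start with Ub-Rho 150nM final; kinetic fluorescence ex 480/em 540, 6 reads q60 s. Buffer 50mM HEPES pH 7.8, 0.5mM EDTA, 0.1 mg/ml BSA, 1mM TCEP, 0.01% Tween-20.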
# rTrxR1 inhibitor: rat TrxR1 inhibition. O89049. recombinant rTrxR1, NADPH fluorescence consumption, selenite substrate. Potency, µM (doses to about 114 µM), for the others: top-dose activity change, negative = inhibition, actives largely listed as inhibitors. actives 1% (n = 390,000); further: on the % scale 0 is the no-effect control and ±100 the full control effect; nearly all actives have a fitted effect of over 65% in size
#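 Rat TrxR1 (90 nM in the dispensed reagent) was pre-reduced with 400 uM NADPH for 5 min at room temperature, then incubated with compound for 15 min. After 400 uM selenite was added, NADPH fluorescence (Ex 340/Em 450 nm) was followed for 8 min.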
# RXFP1 agonist: activates the human relaxin receptor RXFP1; Q9HBX9; HEK293T-RXFP1 cAMP TR-FRET, 30 min; response scale: percent of porcine relaxin response, buffer zero; Potency, µM (doses to about 57.5 µM), inactives show at the top dose activation, usual class: activators; actives 0.3% (n = 370,000); AID 2676; further: on the % scale 0 is the no-effect control and ±100 the full control effect; nearly all actives have a fitted effect of over 60% in size; many of its hits are not listed in these tables
# Target sequence (Q9HBX9 whole entry, looked up): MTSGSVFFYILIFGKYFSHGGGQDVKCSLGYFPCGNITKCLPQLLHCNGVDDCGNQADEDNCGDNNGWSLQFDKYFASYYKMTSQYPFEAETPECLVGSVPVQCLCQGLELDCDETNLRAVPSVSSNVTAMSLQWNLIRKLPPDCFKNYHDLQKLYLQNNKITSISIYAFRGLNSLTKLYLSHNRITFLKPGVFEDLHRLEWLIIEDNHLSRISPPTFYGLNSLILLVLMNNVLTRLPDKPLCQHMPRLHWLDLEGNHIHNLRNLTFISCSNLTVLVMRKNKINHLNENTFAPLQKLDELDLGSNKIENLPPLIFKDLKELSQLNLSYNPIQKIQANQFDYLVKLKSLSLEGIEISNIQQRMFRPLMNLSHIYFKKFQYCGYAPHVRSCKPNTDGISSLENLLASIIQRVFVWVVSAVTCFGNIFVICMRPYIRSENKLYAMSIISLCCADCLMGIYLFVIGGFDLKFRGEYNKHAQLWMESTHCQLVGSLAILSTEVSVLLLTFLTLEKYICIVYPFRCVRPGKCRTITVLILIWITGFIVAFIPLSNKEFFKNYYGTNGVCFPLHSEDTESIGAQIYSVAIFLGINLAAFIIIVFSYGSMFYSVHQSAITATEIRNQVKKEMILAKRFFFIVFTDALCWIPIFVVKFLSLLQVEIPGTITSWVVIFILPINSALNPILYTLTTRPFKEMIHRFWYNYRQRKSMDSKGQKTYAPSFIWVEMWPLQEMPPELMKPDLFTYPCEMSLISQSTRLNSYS
#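 cAMP rise read by TR-FRET after 30 min, 37C compound exposure (up to 58 uM) in RXFP1-transfected HEK293 cells with Ro 20174 present. EC50 from Hill-equation fits, with 29 nM porcine relaxin as 100% and buffer as basal.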
# Vif-A3F inh: blocks the Vif interaction with APOBEC3F; HeLa A3F-eYFP + Vif (tagged APOBEC3F with the HIV-1 protein that degrades it), YFP fluorescence increase; Potency, µM (series often up to 46.1 µM), for the others: top-dose activity, negative = active; actives 0.2% (n = 390,000); AID 602313; further: % of control where 0% means no effect; nearly all actives have a fitted effect of over 65% in size
#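 HeLa cells stably expressing A3F-eYFP plus Vif, plated and incubated overnight at 37 deg C, then exposed to compounds overnight at 37 deg C. Blocked degradation read as raised yellow fluorescence (Ex 488/Em 500-530).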
# Numbers without * were called inactive; ? = inconclusive; nt = no result given; [ ] = remark or other dose. The call rests on the fitted dose curve; in most records, active means well fitted curve in the direction sought with a large enough effect; inconclusive means small, poorly fitted or top-dose-only effect, or another doubt; inactive means no such curve, though single readings can be large; an effect the other way counts as inactive or inconclusive. Potency means the concentration at half of the fitted maximal effect. These rows are one share of the data, so the mix of outcomes need not match the whole.
no.	molecule	IDH1 R132H inh	RGS4 inh	Vif-APOBEC3G blk	TrxR1 substrate	12-LOX inh	USP1-UAF1 inh	rTrxR1 inhibitor	RXFP1 agonist	Vif-A3F inh
1	Cc1ccc(C)c(OCCC(=O)OC(C)C(=O)Nc2c(C)n(C)n(-c3ccccc3)c2=O)c1 (stereo not given)	8.2%	-13.4%	1.3%	-4.7%	5.4%	-9.8%	-4.8%	0.1%	4.7%
2	COC(=O)C1=C(N)Oc2cc(C)n(CC3CCCO3)c(=O)c2C1c1ccccc1 (stereo not given)	5.4%	1.1%	-4.8%	6.2%	428.0%[activator]	-4.1%	13.6%	-2.0%	6.5%
3	C#CCn1c(=NC(=O)c2ccc(Br)s2)sc2cc(NC(C)=O)ccc21	2.0%	-12.9%	-0.2%	20.1%	10.0%	-17.3%	-8.4%	20.7%	-0.7%
4	C1CCCN(CCCCN2CCCCCC2)CC1	1.0%	-14.6%	-2.6%	-3.8%	8.6%	-14.6%	-6.0%	1.5%	-8.1%
5	COc1ccc2[nH]c(=O)c(NC(N)=S)nc2c1	2.4%	-35.9%	0.9%	2.9%	?	0.8%	17.9%	-3.7%	2.0%
6	COc1cc(C(=O)N(Cc2ccc(N(C)C)cc2)CC2CCCO2)cc(OC)c1OC (stereo not given)	1.0%	21.0%	4.6%	1.3%	-13.0%	-5.4%	12.9%	-1.1%	6.9%
7	CCOCCCN(CC(=O)NC1CCCC1)C(=O)C(=O)Nc1ccc2c(c1)OCCO2	-8.1%	26.2%	-5.1%	5.8%[57.1 µM]	-3.6%	-19.4%	9.1%[57.1 µM]	-1.0%	2.4%
8	CCOC(=O)N1CCN(C(=O)CCn2c(=S)[nH]c3ccccc3c2=O)CC1	5.4%	-4.5%	2.4%	3.4%	-24.9%	-27.1%	-17.1%	3.0%	-21.2%
9	CC1Cc2ccccc2N1C(=O)COC(=O)/C=C/c1cccc(F)c1 (stereo not given)	5.6%	7.9%	-7.2%	3.5%	246.7%[activator]	-29.3%	18.7%	0.1%	-2.6%
10	CN(CC(=O)Nc1ccc(Cl)c(C(F)(F)F)c1)Cc1cc(=O)n2ccsc2n1	3.1%	-13.5%	-2.6%	-8.4%[57.1 µM]	13.1%	-15.9%	8.8%[57.1 µM]	-0.8%	12.8%
11	COc1ccc(OC)c(-c2csc(NC(=O)CSc3ccc([N+](=O)[O-])cc3)n2)c1	-8.3%	-21.1%	-1.5%	-3.6%	-17.2%	-9.3%	-7.0%[57.1 µM]	-0.1%	-21.0%
12	CCOC(=O)Cn1c(COc2ccccc2OC)[n+](C)c2ccccc21	5.4%	-13.1%	-1.1%	5.8%	53.2%[activator]	-10.9%	14.9%	nt	3.6%
13	COC(=O)c1cncc(C)c1	3.1%	-5.4%	-2.3%	14.0%[57.1 µM]	77.3%	-20.5%	15.8%[2.29 µM]	0.9%	1.2%
14	COc1ccc(S(=O)(=O)Nc2cc(OC)c(NC(=O)c3ccco3)cc2OC)cc1	0.0%	-15.8%	-0.4%	-1.2%	-22.2%	3.8%	-9.9%	0.0%	-8.7%
15	COc1cc(CC(NC(C)=O)C(=O)NC2CCN(c3c(Cc4ccccc4)c(C)nc4ncnn34)CC2)cc(OC)c1 (stereo not given)	1.7%	12.3%	-1.9%	-2.1%	-23.3%	-7.9%	7.5%	-0.2%	1.4%
16	COc1ccc(Oc2ncnc3c2oc2ccc(Br)cc23)cc1	1.3%	16.3%	3.6%	13.2%[57.1 µM]	2.2%	-14.7%	13.7%[57.1 µM]	22.0%	0.6%
17	CNCCOc1ccc(Cl)c(Cl)c1	3.2%	19.3%	3.1%	17.1%[57.1 µM]	-15.9%	-14.6%	26.4%[57.1 µM]	0.9%	11.8%
18	C#CCOC(=O)CCCNc1ccc([N+](=O)[O-])cc1[N+](=O)[O-]	3.9%	-31.4%	0.2%	-4.2%	-14.9%	4.7%	-25.5%	2.7%	-6.3%
19	O=C(CCn1c(=O)c2sccc2n(CC(=O)NCc2ccco2)c1=O)NCc1ccccc1	8.2%	-19.6%	-0.4%	0.0%	-13.7%	-13.9%	7.4%	0.8%	-4.9%
20	CCOc1ccc(N(CC(=O)NCC2CCCO2)S(=O)(=O)c2ccc(Cl)cc2)cc1 (stereo not given)	4.4%	7.7%	-1.5%	-2.0%	-3.5%	-8.2%	12.5%	-1.6%	7.5%
21	Cc1ccc(C)c(OCCC(=O)OCC(=O)NC(=O)NC2CCCC2)c1	7.0%	-16.7%	-1.1%	-9.3%[57.1 µM]	4.9%	-13.3%	-5.4%	0.1%	-1.6%
22	Oc1ccc(N=Nc2n[nH]c(-c3ccc(Cl)cc3)n2)cc1	4.5%	4.3%	-16.5%	-1.0%	?	-21.6%	31.4%	-3.6%	-1.8%
23	CC(C)CC1NC(=S)N(Cc2ccccc2)C1=O (stereo not given)	-18.4%	3.9%	-7.9%	2.5%	-3.9%	-17.4%	19.9%	0.1%	-0.1%
24	Cc1nn(C)c(Cl)c1C(N)=O	-11.0%	23.2%	2.8%	-3.8%	3.3%	-23.2%	-1.5%	-4.4%	-8.2%
25	C/C(Cl)=C\Cn1c(Nc2ccccc2)nc2c1c(=O)n(C)c(=O)n2C	-1.7%	9.9%	2.6%	-3.0%	?	0.7%	-0.5%	-2.6%	-12.0%
26	CCCCCCC1CC(=CN(C)C)C(=O)O1 (stereo not given)	0.4%	nt	-2.2%	nt	-23.1%	-32.7%	nt	nt	-0.1%
27	CN(Cc1cccs1)C(=O)Cc1csc(-c2ccccc2)n1	8.5%	15.5%	0.2%	2.5%	0.1%	-10.1%	9.8%	1.6%	-2.5%
28	COc1ccc(NC(=S)N(CCN(C)C)C(C)c2ccco2)cc1 (stereo not given)	2.7%	-13.0%	-0.6%	-9.3%	25.1%	-9.3%	-15.2%	2.6%	-0.6%
29	Cc1cc(NC(=O)c2ccc(Cl)c(S(=O)(=O)N3CCOCC3)c2)no1	0.2%	7.6%	1.8%	0.2%	?	-8.4%	9.9%	-2.3%	-10.2%
30	CN(C)/C=C/C(=O)/C=C/c1cn(-c2ncc(C(F)(F)F)cc2Cl)c2ccccc12	7.4%	-30.2%	?	9.8%[57.1 µM]	26.8%	-26.3%	25.8%[57.1 µM]	-0.1%	-20.8%
31	Cn1ncc2c(c(SCc3ccc(Cl)cc3Cl)nn2C)c1=O	-3.0%	?	-0.8%	5.3%	?	-15.8%	12.3%	9.9%	-0.9%
32	COc1ccc(NS(=O)(=O)c2ccc3c(c2)N(C(C)=O)CC(C)S3)c(OC)c1 (stereo not given)	6.0%	9.3%[56.9 µM]	-0.4%	7.7%[57.1 µM]	-18.4%	-2.3%	23.2%[57.1 µM]	-4.4%	5.3%
33	Cc1cccc(NC(=O)CCN2C(=O)c3ccccc3C2=O)c1	-0.6%	-1.1%	-1.4%	-5.2%	0.0%	2.1%	-1.4%	-0.7%	-7.1%
34	O=c1c2ccccc2c(/C=N/NS(=O)(=O)c2ccccc2)c(O)n1-c1ccccn1	0.5%	-3.8%	?	0.8%[57.1 µM]	-25.8%	-24.9%	2.7%[57.1 µM]	2.9%	?
35	O=S(=O)(CCc1ccccc1)/N=C/c1cccs1	1.3%	3.7%	0.4%	-3.8%	-7.9%	-11.0%	-14.1%	-0.3%	-0.8%
36	O=S1(=O)CCC(NC(=S)Nc2ccccc2)C1 (stereo not given)	-4.9%	-0.5%	0.3%	5.4%	222.0%[activator]	-17.2%	2.1%[57.1 µM]	0.8%	4.8%
37	CCOc1ccc2[nH]c(=O)c(CN(CCOC)C(=O)N3CCOCC3)cc2c1	3.9%	-41.5%	-1.7%	23.5%[57.1 µM]	45.5%[activator]	-15.2%	3.5%[57.1 µM]	0.9%	-0.3%
38	Cc1c(OCc2nn[nH]n2)ccc2c(-c3ccccc3)cc(=O)oc12	-12.5%	1.5%	-3.3%	-0.1%	?	-13.1%	-6.1%	1.3%	-12.9%

# Quoted from the results shown for reference:
no.	molecule	IDH1 R132H inh	RGS4 inh	Vif-APOBEC3G blk	TrxR1 substrate	12-LOX inh	USP1-UAF1 inh	rTrxR1 inhibitor	RXFP1 agonist	Vif-A3F inh
32	COc1ccc(NS(=O)(=O)c2ccc3c(c2)N(C(C)=O)CC(C)S3)c(OC)c1 (stereo not given)	6.0%	9.3%[56.9 µM]	-0.4%	7.7%[57.1 µM]	-18.4%	-2.3%	23.2%[57.1 µM]	-4.4%	5.3%
33	Cc1cccc(NC(=O)CCN2C(=O)c3ccccc3C2=O)c1	-0.6%	-1.1%	-1.4%	-5.2%	0.0%	2.1%	-1.4%	-0.7%	-7.1%
34	O=c1c2ccccc2c(/C=N/NS(=O)(=O)c2ccccc2)c(O)n1-c1ccccn1	0.5%	-3.8%	?	0.8%[57.1 µM]	-25.8%	-24.9%	2.7%[57.1 µM]	2.9%	?
35	O=S(=O)(CCc1ccccc1)/N=C/c1cccs1	1.3%	3.7%	0.4%	-3.8%	-7.9%	-11.0%	-14.1%	-0.3%	-0.8%

# Assay outcomes from PubChem.
